From PubChem
APJ antagonist: antagonists of human apelin receptor APJ, primary screen, CHO-K1 cells, beta-arrestin complementation, luminescence. inhibition, % at 20 µM. hit rate 0.32% among 330,000. P35414;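 active = inhibition above about 40% at 20 µM, limit read from the data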;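 note: cells challenged with 10 nM apelin-13 agonist together with compound; plate controls were apelin-13 plus DMSO wells for no effect and DMSO wells lacking apelin-13 for full effect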
Target sequence (P35414 whole entry, looked up): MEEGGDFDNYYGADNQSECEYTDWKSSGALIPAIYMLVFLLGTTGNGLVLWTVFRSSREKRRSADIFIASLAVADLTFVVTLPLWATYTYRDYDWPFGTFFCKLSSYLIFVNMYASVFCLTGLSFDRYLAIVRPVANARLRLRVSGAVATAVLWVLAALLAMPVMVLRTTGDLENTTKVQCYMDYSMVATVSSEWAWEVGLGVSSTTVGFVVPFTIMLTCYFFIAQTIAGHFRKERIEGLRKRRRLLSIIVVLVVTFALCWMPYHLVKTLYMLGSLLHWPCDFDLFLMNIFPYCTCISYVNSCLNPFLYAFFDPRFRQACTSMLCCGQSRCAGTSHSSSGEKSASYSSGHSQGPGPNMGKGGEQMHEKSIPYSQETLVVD
tim23-1 inh: growth inhibitors of tim23-1 mutant yeast, primary screen, luminescence, uHTS; S. cerevisiae tim23-1 growth, BacTiter-Glo luminescence, 24 h; inhibition, % at 20 µM; hit rate 1.3% among 330,000;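 active = growth inhibition of the mutant yeast at or above 50%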;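 note: temperature-sensitive mutant grown at 25 °C; plate controls were DMSO-treated mutant yeast for no effect and medium wells lacking yeast for full effect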
CXCR6 inh: CXCR6 receptor inhibitors, primary screen, cell-based, beta-arrestin, luminescence, CHO-K1 PathHunter, 1536-well; hit rate 0.36% among 360,000; inhibition, % at 20 µM; C-X-C chemokine receptor type 6 (Homo sapiens), O00574; in the data active = inhibition above about 34%, passing the limit was not always enough;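 note: antagonist mode with CXCL16 agonist at 10 nM final; 0% = 10 nM CXCL16 with DMSO and 100% = unstimulated wells without agonist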
Target sequence (O00574 whole entry, looked up): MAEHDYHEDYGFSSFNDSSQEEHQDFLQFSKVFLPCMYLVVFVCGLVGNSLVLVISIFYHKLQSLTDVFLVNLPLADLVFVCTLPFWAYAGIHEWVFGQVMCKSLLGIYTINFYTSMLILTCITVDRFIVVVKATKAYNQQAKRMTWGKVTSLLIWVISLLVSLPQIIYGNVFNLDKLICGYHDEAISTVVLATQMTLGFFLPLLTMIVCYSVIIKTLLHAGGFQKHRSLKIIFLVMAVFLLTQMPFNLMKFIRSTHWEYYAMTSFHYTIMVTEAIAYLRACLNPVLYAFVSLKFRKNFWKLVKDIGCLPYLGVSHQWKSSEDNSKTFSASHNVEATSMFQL
UPR XBP1 act: activators of adaptive XBP1 UPR arm, primary screen, cell-based, CHO-XBP1 luciferase reporter, luminescence, uHTS. IRE1-XBP1 UPR activation; percent of tunicamycin response, DMSO as zero. activation, % at 20 µM. hit rate 0.33% among 330,000. AID 463104, 2010;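 active = versus positive control, 20 µM dose yields 30% or more activation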;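 note: 100% = tunicamycin at 10 µg/mL and 0% = DMSO only wells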
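Material: CHO cell line with stable XBP1 luciferase reporter; schedule: 16-18 h cell attachment at 37 °C, then 6 h compound exposure; signal: glow luminescence from Steady-Glo reagent; medium: serum-containing F12 medium, 10% FBS; benchmarks: tunicamycin 10 µg/mL and vehicle-only wells; read-out: percent activation relative to tunicamycin reference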
APJ ag: agonists of human apelin receptor APJ, primary screen, CHO-K1 cells, PathHunter beta-arrestin, luminescence. 0% DMSO wells, 100% apelin. activation, % at 20 µM. hit rate 0.11% among 330,000;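 active = activation more than six SD over the plate average, tested at 20 µM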;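 note: 0% = DMSO alone and 100% = apelin-13 at 10 nM; some results filed as inactive read as strong as hits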
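Assay system: CHO-K1 APJ beta-arrestin complementation cell line / Compound: single test compound dose, 20 µM final, 1% DMSO / Times: overnight seeding, 90 min compound at 25 °C, 1 h detection / Technique: beta-gal luminescence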
Mdm2 MdmX PPI: inhibitors of human Mdm2-MdmX association, primary screen, cell-based, luminescence, split luciferase, SaOS-2, uHTS | Protein Mdm4 (Homo sapiens) + E3 ubiquitin-protein ligase Mdm2 (Homo sapiens), … | SaOS-2 split-luciferase Mdm2/MdmX complementation | inhibition, % at 8 µM | hit rate 3% among 330,000 | AID 485346, 2010;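 active = inhibition of at least 50% at 8 µM in the primary screen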
EBI2 block: EBI2 receptor antagonists, beta-arrestin recruitment, primary screen, cell-based, luminescence, 7a,25-OHC stimulation, uHTS; AID 651636, 2012; hit rate 0.81% among 360,000; 7a,25-OHC stimulated; inhibition, % at 5 µM; in the data active = inhibition above about 38%;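 note: enzyme fragment complementation signal reports receptor beta-arrestin coupling in cells; 0% = agonist plus DMSO wells and 100% = wells without agonist; some results beyond the cut were filed as inactive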
CHOP UPR activ: activators of apoptotic CHOP UPR arm, primary screen, cell-based, CHO-CHOP luciferase reporter, luminescence, uHTS; UPR activation; percent of tunicamycin response over DMSO baseline; activation, % at 10 µM; hit rate 0.34% among 330,000;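 active = at 10 µM dose, activation of 40% or more, normalized to positive control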;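 note: 100% = tunicamycin at 10 µg/mL and 0% = DMSO alone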
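Evaluation: % reporter activation, DMSO baseline versus tunicamycin full activation; System: CHO-CHOP luciferase reporter cell line; Input: 500 cells/well; Incubation: 6 h compound treatment, 37 °C; Measured by: Steady-Glo luciferase luminescence; Dosing: one dose, 10 µM in 0.5% DMSO; Buffer or medium: F12 medium, 10% FBS; Benchmarks: positive tunicamycin 10 µg/mL, negative DMSO alone.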
CCR6 antagonist: CCR6 receptor antagonists, primary screen, cell-based, CHO-K1, luminescence, beta-arrestin, uHTS. CHO-K1 CCR6 PathHunter beta-arrestin, CCL20-stimulated. hit rate 0.49% among 340,000. C-C chemokine receptor type 6 (Homo sapiens), P51684. inhibition, % at 20 µM;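 active = compounds whose inhibition of the agonist-driven luminescence signal at 20 µM reaches about 50%, limit read from the data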;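 note: cells stimulated with CCL20 at 14 nM final; plate controls were DMSO with CCL20 for no effect and DMSO without agonist for full effect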
Target sequence (P51684 whole entry, looked up): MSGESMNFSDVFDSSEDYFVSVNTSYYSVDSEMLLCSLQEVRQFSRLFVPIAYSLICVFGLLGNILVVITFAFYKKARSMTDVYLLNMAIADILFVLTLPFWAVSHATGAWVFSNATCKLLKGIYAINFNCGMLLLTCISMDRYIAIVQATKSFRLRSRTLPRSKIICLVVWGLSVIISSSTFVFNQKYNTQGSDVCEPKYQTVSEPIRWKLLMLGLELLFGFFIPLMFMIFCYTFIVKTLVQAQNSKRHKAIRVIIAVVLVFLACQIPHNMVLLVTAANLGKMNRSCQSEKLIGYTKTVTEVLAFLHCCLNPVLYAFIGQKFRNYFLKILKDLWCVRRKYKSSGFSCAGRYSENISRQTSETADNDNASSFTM
The depositor's hits bear a star.

SMILES	APJ antagonist	tim23-1 inh	CXCR6 inh	UPR XBP1 act	APJ ag	Mdm2 MdmX PPI	EBI2 block	CHOP UPR activ	CCR6 antagonist
CCOc1ccccc1NC(=O)CN(c1ccc(OC)cc1OC)S(=O)(=O)c1ccccc1[N+](=O)[O-]	-6	26	3	-4	0	1	17	-0.7	5
O=C(O)c1cccc(S(=O)(=O)Nc2ccc(O)cc2Sc2nc3ccccc3s2)c1	2	19	-2	-1	1	8	-20	-2.1	4
COc1cc(C)ccc1OCCOc1c(C)cc(Cl)cc1Cl	-2	-8	2	-3	-4	11	6	-2.2	-1
O=C(O)C1Cc2ccccc2CN1C(=O)c1ccccc1Cl (stereo not given)	-7	4	0	-2	-4	-1	-5	2.2	10
COc1ccc(CCNC(=O)CCN2C(=O)COc3ccc(C)cc32)cc1OC	2	7	13	-2	0	21	-5	1.2	4
CNC[C@@H]1Oc2c(NC(=O)Nc3ccccc3)cccc2C(=O)N([C@@H](C)CO)C[C@H]1C	-6	4	-6	5	-1	-9	-8	-0.9	15
COc1ccccc1NS(=O)(=O)c1cc(NC(=O)CNC(=O)c2cc(C)cc(C)c2)ccc1C	2	7	0	-3	0	-31	1	4.9	-8
COc1ccc(S(=O)(=O)N2CCC(C)CC2)cc1Br	-10	23	-4	-1	1	-16	-4	2.6	6
O=C(O)c1cc2nc(-c3ccccc3)cc(-c3ccccc3)n2n1	-2	16	4	0	-3	2	3	0.7	6
Cc1ccc(NC(=O)NCc2ccccn2)cc1Cl	0	11	3	0	2	-19	-1	2.5	-5
COC(=O)c1ccc(-n2cncn2)c(F)c1	23	2	-1	-3	-6	22	-5	-0.4	-6
Cc1ccc(C)c(NC2=NS(=O)(=O)c3ccccc32)c1	-3	-18	0	-4	1	16	-6	-0.3	-9
CCOc1ccc(C(=O)O)cn1	-48	-4	1	-3	-2	-3	0	1.0	-1
COc1ccc(-c2nnn(CC(=O)N(CC(=O)NCCC(C)C)c3ccccc3)n2)cc1OC	-8	3	2	-4	-2	20	19	-0.1	2
COc1ccc(NC(=O)c2cc3c(COC(C)=O)cnc(C)c3oc2=Nc2cccc(C(=O)O)c2)c(OC)c1	26	-5	3	-1	-5	25	11	4.5	6
COc1ccc(C(c2sc3nc(C)nn3c2O)N2CCC3(CC2)OCCO3)cc1 (stereo not given)	-5	5	0	-1	-3	-5	-12	-0.8	-9
O=C(NNC(=O)C1CCN(S(=O)(=O)c2ccc(Cl)cc2)CC1)c1ccc(Cl)cc1	-14	-6	-7	-1	-2	7	21	0.4	4
CCCCOC(=O)Cn1c(=O)oc2ccc(C)cc21	8	-3	-6	2	-1	27	-4	-0.9	0
C=CCNC(=O)c1cc(Cl)ccc1[N+](=O)[O-]	4	10	-4	-1	-3	0	-5	0.9	10
CCc1nc(CNC(=O)C2CCC(=O)N(CCc3ccc(OC)cc3)C2)cs1 (stereo not given)	-1	-4	7	-2	-6	15	-3	0.2	-3
Cc1c(C(=O)O)sc2ncnc(N3CCCCC3C)c12 (stereo not given)	-22	1	-2	-2	3	5	2	-0.1	-9
CC(C)(C)Nc1nc(N)nc(Cl)n1	-7	10	6	0	-3	7	-9	-1.2	7
CCN(CC)Cc1nc2c(c(=O)[nH]1)C(CC)(CC)Cc1ccccc1-2	-18	32	12	0	1	31	-9	-2.0	16
O=C(NC1CCN(C(=S)NCCc2ccccc2)CC1)C1CC1	-6	2	-6	1	-4	5	0	1.0	-1
C/C(=N\NC(=O)C(=O)Nc1c(C)n(C)n(-c2ccccc2)c1=O)c1ccncc1	3	-3	4	-5	0	23	-9	0.4	2
CCOC(=O)c1cc2c(ccn2C)n1Cc1ccc(Cl)cc1	16	-5	15	2	-4	4	20	3.5	19
CCOc1ccc(N(CC(=O)Nc2ccc(C)cc2)S(C)(=O)=O)cc1	-19	11	3	-3	0	-35	-5	2.0	8
CC(C)(C)C(=O)Nc1c2c(nc3c1CCC3)CCCC2	2	-1	-9	-2	-5	8	-3	-4.3	0
O=C(Nc1ccc(NC(=O)c2cccs2)cc1)c1cccnc1	-3	-23	6	12	-1	17	-4	3.0	-9
COc1ccccc1NC(=O)Cn1cnc2c(nnn2-c2ccc(C)cc2)c1=O	8	-4	-4	-2	0	1	-18	-1.9	1

Three structures out of the list, sorted by number of heavy atoms, ascending.
SMILES	APJ antagonist	tim23-1 inh	CXCR6 inh	UPR XBP1 act	APJ ag	Mdm2 MdmX PPI	EBI2 block	CHOP UPR activ	CCR6 antagonist
Cc1c(C(=O)O)sc2ncnc(N3CCCCC3C)c12 (stereo not given)	-22	1	-2	-2	3	5	2	-0.1	-9
COc1ccc(C(c2sc3nc(C)nn3c2O)N2CCC3(CC2)OCCO3)cc1 (stereo not given)	-5	5	0	-1	-3	-5	-12	-0.8	-9
O=C(O)c1cccc(S(=O)(=O)Nc2ccc(O)cc2Sc2nc3ccccc3s2)c1	2	19	-2	-1	1	8	-20	-2.1	4

(continued)
SMILES	APJ antagonist	tim23-1 inh	CXCR6 inh	UPR XBP1 act	APJ ag	Mdm2 MdmX PPI	EBI2 block	CHOP UPR activ	CCR6 antagonist
C=CCNC(=S)N1CCN(CCNC2=CC(=O)CC(C)(C)C2)CC1	8	-10	4	0	-6	20	8	0.9	10
CCCN1C2CCCC1CC(NC(=O)c1cccc([N+](=O)[O-])c1)C2 (stereo not given)	-20	8	-2	0	-2	-29	9	-0.4	11
c1ccc(-c2nccc(-c3ccc4c(c3)OCO4)n2)cc1	-11	30	1	3	-4	-38	11	4.4	2
O=C(CCN1C(=O)/C(=C/c2ccc(F)cc2)SC1=S)N[C@@H](CO)Cc1ccccc1	-25	32	-2	-3	3	82*	12	-0.1	-6
O=C(Cc1ccccc1)Nc1ccc(-c2nnc(-c3ccco3)o2)cc1	3	-19	-4	0	5	-4	-8	1.3	-11
C/C(=N\NC(=O)CN1CCCCC1)c1ccccc1O	12	-2	0	-2	1	42	-9	0.5	1
CC1CCCN(C(=O)c2cc3c(=O)n4ccccc4nc3s2)C1 (stereo not given)	-10	9	2	-1	3	-35	-13	4.1	-2
O=C1c2cccnc2C(O)N1Cc1ccc(F)cc1 (stereo not given)	19	3	-4	0	-1	9	3	-0.5	-3
CCOc1ccc(NC(=O)CCN2C(=O)c3cccc([N+](=O)[O-])c3C2=O)cc1	-10	8	-2	-1	0	14	-11	0.7	5
Cn1c(=O)c2c(ncn2CC(=O)OCC(=O)Nc2ccc(Cl)cc2Cl)n(C)c1=O	5	3	-5	0	-2	17	-5	1.1	5
COc1ccccc1S(=O)(=O)Cc1ccc(C(=O)NC2CC2)o1	9	-5	5	-4	-2	5	-8	0.1	3
CCN(CC(=O)NCCc1ccc(Cl)cc1)Cc1nc2ccccc2c(=O)[nH]1	1	8	-5	-1	8	-20	7	-0.4	8
COc1ccccc1NS(=O)(=O)c1ccc(/C=C/C(=O)N2CCN(C(C)=O)CC2)cc1	-17	14	4	-1	-3	9	-3	2.8	7
Clc1ccc(CO/N=C/c2cccs2)cc1	-8	5	-1	-2	-5	11	3	1.5	0
COc1cccc(NC(=O)CCC2CCN(C(=O)c3ccc(C(C)=O)s3)CC2)c1	9	-2	-19	-4	4	17	2	0.4	20
O=C(COC(=O)c1ccc(S(=O)(=O)N2CCc3ccccc3C2)cc1)NC(=O)NCc1ccco1	0	-1	4	0	0	29	37	2.0	10
C=CCOCCN(C)C1=NS(=O)(=O)c2ccccc21	2	11	8	0	0	6	-1	1.2	5
COc1cccc(N2CCN(S(=O)(=O)c3ccc4c(c3)oc(=O)n4C)CC2)c1	-8	11	-2	-4	3	20	2	1.6	1
CN(C(=O)c1cc(-c2ccc3c(c2)OCO3)on1)c1ccccc1	9	17	4	-5	-3	-57	1	4.5	17
CCc1nnc(NC(=O)c2cc(S(=O)(=O)N(CC)CC)ccc2Cl)s1	-31	12	-10	-2	-2	19	-6	0.9	-13
CC(C)c1ccc(C(O)c2cnc(C(C)C)n2C)cc1 (stereo not given)	-73	4	2	0	0	-34	-3	2.2	6
Cc1ccc([C@@H]2[C@@H]3C(=O)N(C)C(=O)[C@@H]3[C@@H]3C(=O)Nc4ccccc4C(=O)N23)cc1	12	6	-10	-1	-2	-4	0	-0.9	8
COc1ccc(C(=O)Nc2ccccc2N2CCOCC2)cc1Br	5	16	5	0	-2	18	-3	0.1	2
CCn1nc(C(=O)N2CCN(Cc3nc4ccccc4s3)CC2)c2ccccc2c1=O	-9	28	-8	2	1	28	-28	4.6	-6
CN(C)S(=O)(=O)c1cccc(COC(=O)c2cc([N+](=O)[O-])ccc2N2CCOCC2)c1	-26	4	6	-3	0	18	3	-1.3	13
CC(=O)c1ncnn1CC(=O)c1ccc(Cl)cc1Cl	-20	22	2	-2	2	-2	-2	0.9	-2
CC(/C=C/c1ccco1)=N/NC(=O)c1ccccc1Cl	3	-25	3	2	-3	-33	-2	4.3	23
CC1CCCCN1S(=O)(=O)c1ccc(N(C(=O)c2cnccn2)C(C(=O)NC2CCCC2)c2cccs2)cc1 (stereo not given)	15	11	2	0	-2	14	5	-1.3	8
CCCCNC(=O)CSc1nc2cc3c(cc2c(=O)n1CCCC(=O)NCCc1ccc(OC)c(OC)c1)OCO3	5	2	-6	-2	-1	-1	5	0.6	5
Cc1ccccc1C(=O)OC1CCCN(C)C1 (stereo not given)	2	-4	2	-5	-1	-16	-3	-2.1	8
COC(=O)C1SCC2C(=O)N(Cc3cccc(C)c3)CC(=O)N21 (stereo not given)	8	-13	-2	3	-2	9	-8	2.7	7
CCOc1ccc(OCc2ccc(C(=O)OCc3ccccn3)o2)cc1	2	21	-4	-6	-8	-153	-5	-6.5	8
CCOc1ccccc1NC(=O)NNS(=O)(=O)c1ccc([N+](=O)[O-])cc1	-30	3	3	-3	4	12	-21	-1.1	-10
CN(C)S(=O)(=O)c1cccc(NC(=O)/C=C/c2ccccc2[N+](=O)[O-])c1	-17	-1	6	-1	-2	13	-8	3.0	2
O=C1N=C(N2CCOCC2)S/C1=C\c1cccnc1	3	-1	-14	-1	-1	2	-6	0.0	5
COc1ccc([C@H]2CC(=O)C=C(c3cccc(OCc4ccccc4)c3)C2)cc1	8	17	3	-4	-4	9	16	0.2	1
CCOC(=O)N1CCC(NC(=O)CCCC(=O)O)CC1	-8	-5	-4	-2	-4	5	-14	1.2	3
Cc1ccc(S(=O)(=O)Nc2cccnc2)c(C)c1C	9	12	-1	-4	1	-21	8	1.4	-8

Only part of the results is shown; the hit share may differ from the screen's.
